Assay outcomes deposited in PubChem by Sanford-Burnham Center for Chemical Genomics.
APOBEC3A inh = APOBEC3A ssDNA deaminase inhibitors, primary screen, selectivity assay for APOBEC3G inhibitor project, biochemical, FAM/TAMRA oligo cleavage fluorescence; DNA dC->dU-editing enzyme APOBEC-3A (Homo sapiens), P31941; recombinant A3A, FAM/TAMRA ssDNA deamination fluorescence; inhibition, % at 20 µM; 330,000 tested, 0.41% active; AID 493011, 2011;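 active = at least 40% inhibition at 20 µM here, with at most 30% in a related deaminase screen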;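 also: plate controls were A3A with DMSO for no effect and wells lacking A3A enzyme for full effect; some results filed as inactive read as strong as hits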
Target sequence (P31941 whole entry, looked up): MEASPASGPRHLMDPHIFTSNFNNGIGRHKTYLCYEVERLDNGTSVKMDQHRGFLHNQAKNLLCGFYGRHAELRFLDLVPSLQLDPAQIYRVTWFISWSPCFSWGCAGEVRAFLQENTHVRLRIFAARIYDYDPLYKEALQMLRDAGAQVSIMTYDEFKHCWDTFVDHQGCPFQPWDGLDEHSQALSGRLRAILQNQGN
mIAP inh = inhibitors of mouse IAP, primary screen, biochemical, luminescence, uHTS; intestinal alkaline phosphatase [Mus musculus]; 330,000 tested, 0.2% active; purified mouse IAP, CDP-Star luminescence, 30 min; inhibition, % at 10 µM;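 active = inhibition of at least 40% at 10 µM in the primary screen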;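 also: plate controls were DMSO with enzyme for no effect and no enzyme wells for full effect; values of inactives mirror those of a sister screen read the other way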
SENP1 FRET inh = human SENP1 catalytic domain inhibitors, primary screen, biochemical, FRET, uHTS. Sentrin-specific protease 1 (Homo sapiens), Q9P0U3. 360,000 tested, 0.21% active. inhibition, % at 10 µM. recombinant SENP1 catalytic domain, CyPet-SUMO1-YPet FRET cleavage;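 active = inhibition at least 30% at 10 µM, raw YFP signal under a set limit, fluorescence ratio 0.5 to 1.5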;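 also: 0% = enzyme with DMSO and 100% = no enzyme wells; some results filed as inactive read as strong as hits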
Target sequence (Q9P0U3 419-644 limits assumed): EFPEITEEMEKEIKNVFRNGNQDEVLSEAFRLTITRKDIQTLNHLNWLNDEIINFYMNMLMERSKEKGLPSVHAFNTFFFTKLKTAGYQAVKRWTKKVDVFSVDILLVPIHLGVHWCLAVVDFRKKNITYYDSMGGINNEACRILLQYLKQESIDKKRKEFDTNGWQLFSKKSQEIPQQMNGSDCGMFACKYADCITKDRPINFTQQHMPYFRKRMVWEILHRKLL
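Controls: no-enzyme wells low, DMSO-plus-enzyme wells high control. Test system: human recombinant His6-tagged SENP1 catalytic domain enzyme. Reagent: SFCypet-SUMO1-SFYpet FRET protein substrate, 25 nM final. Doses: one dose per compound, 10 µM, 0.5% DMSO. Detection: FRET, CFP and YFP emission. Timing: 50 min reaction at room temperature.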
A3G deaminase = APOBEC3G DNA deaminase inhibitors, primary screen, biochemical, fluorescence, single-stranded DNA substrate, uHTS; AID 493012, 2011; DNA dC->dU-editing enzyme APOBEC-3G (Homo sapiens), Q9HC16; recombinant A3G, ssDNA deamination FAM/TAMRA fluorescence; 330,000 tested, 0.28% active; inhibition, % at 20 µM;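 active = inhibition of at least 40% at 20 µM, with no more than 30% in the related APOBEC3A deaminase screen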;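 also: plate controls were DMSO wells with A3G for no effect and wells lacking A3G enzyme for full effect; some compounds called inactive have numbers as strong as hits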
Target sequence (Q9HC16 whole entry, looked up): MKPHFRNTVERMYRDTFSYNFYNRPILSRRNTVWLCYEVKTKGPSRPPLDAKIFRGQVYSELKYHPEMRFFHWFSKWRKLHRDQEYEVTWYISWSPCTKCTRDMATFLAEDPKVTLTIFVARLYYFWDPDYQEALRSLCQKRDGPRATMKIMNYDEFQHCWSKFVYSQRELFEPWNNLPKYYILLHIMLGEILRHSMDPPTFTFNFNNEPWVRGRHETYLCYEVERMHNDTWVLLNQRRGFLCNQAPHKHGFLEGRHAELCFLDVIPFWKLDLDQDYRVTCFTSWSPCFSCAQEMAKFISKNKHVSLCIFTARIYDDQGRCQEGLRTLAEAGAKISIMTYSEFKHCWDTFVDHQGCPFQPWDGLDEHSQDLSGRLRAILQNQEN
mIAP activ = activators of mouse IAP, primary screen, biochemical, luminescence, uHTS. intestinal alkaline phosphatase [Mus musculus]. muIAP, CDP-Star luminescence, 30 min; hits give high values; 1 = vehicle-only enzyme signal, 0 = enzyme-free wells. activation factor at 10 µM. 330,000 tested, 0.24% active;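 active = activation factor of at least 2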; also: the source names both 10 and 20 µM as test concentration; values of inactives mirror those of a sister screen read the other way
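System: mouse IAP enzyme. Reagent: CDP-Star chemiluminescent phosphatase substrate. Benchmarks: DMSO wells, no-enzyme wells. Times: 30 min enzyme-substrate-compound incubation at room temperature. Detection: luminescence from enzymatic CDP-Star hydrolysis. Doses: test compounds delivered from DMSO solution.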
MIN6 prolif = inducers of MIN6 beta-cell proliferation, primary screen, ATP luminescence, uHTS. AID 2380, 2010. proliferation, % at 10 µM. MIN6 cells proliferation, ATPlite luminescence, 48 h; cells starved in 0.2% serum; 100% = growth in 10% serum. 330,000 tested, 0.29% active;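 active = compounds whose signal lies at least 3.5 SD above the mean of all wells on their plate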;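 also: 0% = DMSO-treated cells in low-serum medium and 100% = 10% serum control; some compounds called inactive have numbers as strong as hits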
hIAP act = human IAP activators, primary screen, biochemical, luminescence, uHTS. 330,000 tested, 0.16% active. purified human IAP, CDP-Star luminescence, 30 min; hits give high values; 1 = vehicle-only enzyme, 0 = enzyme-free background. activation factor at 10 µM;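 active = activation factor of the enzyme at least 2-fold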; also: the source names both 10 and 20 µM as test concentration; values of inactives mirror those of a sister screen read the other way
hIAP inh = human IAP inhibitors, primary screen, biochemical, luminescence, uHTS; purified IAP, CDP-Star luminescence, 30 min; 330,000 tested, 0.12% active; Intestinal-type alkaline phosphatase (Homo sapiens), P09923; inhibition, % at 10 µM; AID 2544, 2010;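 active = inhibition reaching a set limit with compound at 10 µM in the primary screen, cut at about 35% in these data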;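 also: plate controls were DMSO wells with enzyme for no effect and no-enzyme buffer wells for full effect; values of inactives mirror those of a sister screen read the other way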
NLRP3 yeast inh = NALP3 inflammasome inhibitors in reconstituted yeast, primary screen, luminescence, uHTS; Yeast reconstituted NLRP3/ASC/caspase-1, beta-gal luminescence, 24 h; inhibition, % at 10 µM; 330,000 tested, 0.39% active;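 active = inhibition of 50% or more; inactive = inhibition below 50%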;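 also: plate controls were induced DMSO wells for no effect and uninduced yeast grown without galactose for full effect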
Starred values were filed as active, the others as inactive; / = not tested or not shown. Not all compounds are listed; the hit share may differ from the screen's.

Values run as follows: APOBEC3A inh | mIAP inh | SENP1 FRET inh | A3G deaminase | mIAP activ | MIN6 prolif | hIAP act | hIAP inh | NLRP3 yeast inh
- COc1cc(CC(=O)Nc2cc(S(C)(=O)=O)ccc2Cl)cc(OC)c1OC
  6 | -6 | 2 | -9 | 1.1 | -2 | 0.96 | 4 | 11
- Cc1cc(-c2ccccc2)n(-c2ccc(C(=O)N3CCN(c4ncccn4)CC3)cc2)n1
  1 | -7 | -1 | 4 | 1.1 | 0 | 0.99 | 1 | 25
- COc1ccc(CCN(C)C(=O)CSc2nc3ncc(Cl)cc3[nH]2)cc1OC
  -7 | -7 | -1 | -8 | 1.1 | 2 | 1.1 | -13 | 5
- CN(Cc1ccccc1)CC(O)COc1ccc(CNCCCOc2cccnc2)cc1 (stereo not given)
  3 | 1 | 0 | 0 | 0.99 | -4 | 1 | 0 | 8
- COC(=O)c1c(NC(=O)CN2C(=O)C(=O)N(CC(C)C)C2=O)sc2c1CCCCC2
  19 | 12 | 0 | 6 | 0.88 | 0 | 0.89 | 11 | 15
- Fc1ccc(-c2nc3c(-c4ccc(F)cc4)cnn3cc2CCN2CCOCC2)cc1
  2 | -4 | 8 | -3 | 1 | 2 | 1.1 | -7 | 17
- NC(=O)C1(N2CCCCC2)CCN(C(=O)CSc2nc(C(F)(F)F)cc(=O)[nH]2)CC1
  -4 | -10 | 1 | -8 | 1.1 | -1 | 0.9 | 10 | 24
- CN1C(=O)Cn2c1nc1ccccc12
  -2 | -2 | 2 | -2 | 1 | -4 | 1.1 | -11 | 24
- NC(=O)C1CCN(C(=O)c2cccc(S(=O)(=O)N3CCc4ccccc4C3)c2)CC1
  3 | 4 | 3 | -1 | 0.96 | 1 | 1.1 | -5 | 8
- COc1ccc(C2C(C#N)=C(N)Oc3cc(C)n(CCN4CCOCC4)c(=O)c32)cc1OC (stereo not given)
  -5 | 8 | 3 | -8 | 0.92 | -4 | 0.99 | 1 | -9
- Cc1ccc(C(=O)Nc2ccccc2Oc2ccccc2)cc1[N+](=O)[O-]
  2 | 20 | -2 | 3 | 0.8 | -5 | 1 | -4 | 13
- Cc1cc(/C=C2\SC(=S)NC2=O)c(C)n1C
  14 | 59* | -43 | 12 | 0.41 | -2 | 0.93 | 7 | 21
- COc1ccc(C(=O)N2CCC(C(=O)Nc3ccc4c(c3)OCO4)CC2)cc1
  -1 | 8 | 0 | -6 | 0.92 | -2 | 1 | -4 | -18
- Cc1ccc2c(cnn2C(=O)CCC(=O)NC2CCCC2)c1
  1 | -4 | -2 | -1 | 1 | -2 | 1 | 0 | 27
- CCCCOC(=O)Nc1cccc(C(C)=O)c1
  2 | -6 | -10 | 1 | 1.1 | -2 | 1 | 0 | 14
- CCOc1ccc(N)c(SSc2cc(OCC)ccc2N)c1
  -3 | 5 | -1 | 72* | 0.95 | -5 | 0.94 | 6 | 6
- Oc1c(Cl)cc(Cl)cc1C=Nc1cc(C(F)(F)F)ccc1N1CCc2ccccc2C1
  2 | 14 | -23 | 6 | 0.86 | -5 | 0.94 | 6 | 22
- O=C(Cc1ccccc1)NNC(=S)Nc1ccc(Cl)cc1
  -2 | 10 | 1 | 1 | 0.9 | -2 | 2.1* | -106 | 13
- CSCC[C@H](NC(=O)[C@@H]1Cc2ccccc2CN1)C(=O)Nc1ccc2c(c1)OCCO2
  -5 | -5 | -4 | -6 | 1 | -2 | 1 | -5 | 9
- Nc1c(C(=O)Nc2ccc(F)cc2)sc2nc(-c3ccco3)ccc12
  6 | 36 | -22 | 2 | 0.64 | -5 | 1.1 | -15 | 20
- COCCCNC(=S)NNC(=O)c1ccc2c(c1)OCO2
  -17 | 8 | 2 | -2 | 0.92 | -1 | 1.8 | -78 | 10
- COc1cc2c(C#CCCCO)c(-c3ccsc3)oc(=O)c2cc1OC
  -3 | -10 | -4 | -7 | 1.1 | -1 | 0.98 | 2 | 0
- COc1ccc(OC)c(-n2c(SCC(=O)Nc3cc(C)on3)nnc2-c2c[nH]c3ccccc23)c1
  0 | -36 | 1 | 3 | 1.4 | -3 | 1 | 0 | 0
- C=CCN(CC=C)C(=S)NC(=O)c1ccc(C)c(Br)c1
  -4 | -13 | 1 | -9 | 1.1 | -6 | 1.2 | -15 | 30
- O=C(Nc1ccc(Cl)cc1)C1CCCN(c2cnccn2)C1 (stereo not given)
  -3 | 2 | 1 | 12 | 0.98 | 3 | 1 | -2 | 10
- Cc1nnsc1SC(C)C(=O)O (stereo not given)
  1 | -8 | 1 | 1 | 1.1 | 2 | 0.95 | 4 | -16
- Cc1ccc(S(=O)(=O)N(CC(O)CN(C)C)c2ccccc2)cc1 (stereo not given)
  -6 | 6 | 2 | -9 | 0.94 | 1 | 0.96 | 4 | 20
- Cc1ccc(NC(=O)CCCN2C(=O)NC(C)(C)C2=O)cc1
  3 | 1 | 2 | -6 | 0.99 | 1 | 0.89 | 11 | 6
- Cc1ccc(NC(=O)CCc2c(C)nn(-c3ccc(N4CCOCC4)nn3)c2C)c(C)c1
  0 | 1 | 0 | 1 | 0.99 | -3 | 0.87 | 13 | 0
- Cn1c(SCC(=O)c2ccc3c(c2)Cc2ccccc2-3)nnc1-c1cccc(N)c1
  0 | -4 | 1 | -7 | 1 | 0 | 0.98 | 2 | 20
- Cc1csc(NC(=O)CCc2ccc(S(=O)(=O)N3CCOCC3)cc2)n1
  -6 | -4 | 3 | -7 | 1 | 1 | 1.2 | -18 | 12
- c1ccc2oc(-c3[nH]ncc3CN3CCC(N4CCSCC4)CC3)cc2c1
  2 | -7 | 3 | -2 | 1.1 | -1 | 0.93 | 7 | 9
- CCOC(=O)c1ccc(NC(=S)N2CCN(c3ccccn3)CC2)cc1
  -11 | 5 | 2 | -6 | 0.95 | -2 | 0.79 | 21 | 28
- CN1CCc2cccc3c2[C@@H]1Cc1ccc(O)c(O)c1-3
  0 | 12 | -1 | 39 | 0.88 | -8 | 1.1 | -7 | 47
- CSc1nnc2n(C)c3c(c(=O)n12)C1(CCCC1)Cc1ccccc1-3
  4 | 3 | -23 | 0 | 0.97 | -4 | 1.1 | -11 | -37
- COc1cc2cc(C(c3nnnn3C3CCCCC3)N(C)C3CCCCC3)c(=O)[nH]c2cc1OC (stereo not given)
  -4 | 3 | -27 | -9 | 0.97 | -6 | 1 | -4 | 6
- N=C1/C(=C\c2ccc(Br)o2)C(=O)N=C2SC(CC(=O)N3CCOCC3)=NN12
  21 | 4 | -11 | 8 | 0.96 | -2 | 0.88 | 12 | 16
- CCOc1ccc(Cc2c(Cl)nc(SC)nc2OC)cc1
  0 | -2 | 1 | -2 | 1 | -6 | 1.1 | -10 | 6
- CN(C(=O)C1CCOC1)c1nnc(-c2cnccn2)s1 (stereo not given)
  0 | -12 | 2 | 3 | 1.1 | -1 | 1 | -3 | 20
- Cc1nc2ccccc2c2c1C(=O)NC2=O
  -1 | 5 | / | -2 | 0.95 | -2 | 0.97 | 3 | 0
- NCCCNC(=O)c1ccc(/C=N/O)nc1
  3 | 8 | 1 | 0 | 0.92 | -1 | 1.1 | -12 | 5
- Cc1cc(C)n(-c2ccc(Cl)c(C(=O)OCC(N)=O)n2)n1
  0 | 12 | 0 | -6 | 0.89 | 2 | 1 | -3 | 7
- CC1(C)CC(=O)CC(C2(O)C(=O)N(Cc3ccccc3)c3ccccc32)O1 (stereo not given)
  1 | -2 | 0 | -2 | 1 | -6 | 1.1 | -14 | 18
- CCCCOc1ccc(C(=O)NCC(=O)N(C)CC(=O)Nc2ccc(N3CCOCC3)cc2)cc1
  -4 | -4 | 2 | -7 | 1 | 0 | 0.9 | 10 | 15
- O=C(NCC1CCN(S(=O)(=O)c2ccccc2)CC1)Nc1ccc(F)cc1F
  2 | -26 | -1 | 9 | 1.3 | -2 | 0.99 | 1 | -1
- COc1ccc(-c2c(C)n([O-])c(C)c(-c3ccccc3)[n+]2=O)cc1OC
  -3 | -7 | 0 | -6 | 1.1 | -4 | 1 | 0 | 5
- CCOC(=O)c1ccc(NC(=O)Cn2nc(C)c3ccccc3c2=O)cc1
  -3 | -12 | 1 | -3 | 1.1 | -3 | 0.97 | 3 | 13
- COc1ccccc1NS(=O)(=O)CC12CCC(CC1=O)C2(C)C (stereo not given)
  2 | 6 | 1 | -2 | 0.94 | 1 | 0.88 | 12 | 1
- O=C(CN1CCN(Cc2ccc(Cl)cc2)C1=O)NCc1cccs1
  3 | 1 | 0 | -8 | 0.99 | -2 | 1 | 0 | 0
- CCOC(=O)N1CCN(C(=S)Nc2cccc(C)c2)CC1
  -1 | 3 | 1 | -3 | 0.97 | 0 | 0.9 | 10 | 5

Next part
Values run as follows: APOBEC3A inh | mIAP inh | SENP1 FRET inh | A3G deaminase | mIAP activ | MIN6 prolif | hIAP act | hIAP inh | NLRP3 yeast inh
- CC(=O)Nc1csc2ccccc12
  -1 | 2 | 0 | -4 | 0.98 | -2 | 0.99 | 1 | 5
- O=C(NCc1ccc(Cl)cc1Cl)c1ccccn1
  2 | 6 | 0 | -3 | 0.94 | 2 | 0.91 | 9 | 8
- Cc1cccc(C(=O)OCC(=O)c2csc(N3CCCCC3)n2)c1[N+](=O)[O-]
  8 | 4 | -20 | 1 | 0.96 | -6 | 0.98 | 2 | 19
- CCc1ccc(OCC(=O)NC(NC(=S)Nc2ccccc2)C(Cl)(Cl)Cl)cc1 (stereo not given)
  1 | -85 | -1 | 3 | 1.8 | 0 | 0.94 | 6 | 14
- O=C(CCc1ccccc1)NNC(=O)c1ccccc1Cl
  -3 | 0 | 0 | -3 | 1 | -2 | 1.3 | -28 | 30
- Cc1ccc(OC(C)C)c(CN(CCO)CCO)c1
  -3 | -3 | 0 | -10 | 1 | 2 | 0.95 | 5 | 1
- CC(=O)O[C@]1(C(C)=O)CC[C@H]2[C@@H]3C=CC4=CC(=O)C=C[C@]4(C)[C@H]3CC[C@@]21C
  -4 | -4 | -1 | -9 | 1 | 0 | 1.1 | -5 | -6
